MBNL1 CUG block = inhibitors of human MBNL1 binding to CUG repeat RNA; AID 2675; TR-FRET MBNL1-His/biotin-(CUG)12 binding, 665/545 ratio; hit rate 0.036% among 280,000; Potency, µM (series often up to 57.5 µM), without a hit: top-dose activity change, negative = inhibition, most hits filed as inhibitors; active = well fitted inhibition curve with a large enough effect in the signal ratio, with a control signal flat, not every such curve was filed as active; inconclusive = small, poorly fitted or top-dose-only effect, or effect the other way, or a change in a side signal; inactive = no such curve, though single readings can be large or run the other way; the % refers to the signal ratio; note: % is set by controls: 0 for no effect and ±100 for the full control effect
Target sequence (Q9NR56 whole entry, looked up): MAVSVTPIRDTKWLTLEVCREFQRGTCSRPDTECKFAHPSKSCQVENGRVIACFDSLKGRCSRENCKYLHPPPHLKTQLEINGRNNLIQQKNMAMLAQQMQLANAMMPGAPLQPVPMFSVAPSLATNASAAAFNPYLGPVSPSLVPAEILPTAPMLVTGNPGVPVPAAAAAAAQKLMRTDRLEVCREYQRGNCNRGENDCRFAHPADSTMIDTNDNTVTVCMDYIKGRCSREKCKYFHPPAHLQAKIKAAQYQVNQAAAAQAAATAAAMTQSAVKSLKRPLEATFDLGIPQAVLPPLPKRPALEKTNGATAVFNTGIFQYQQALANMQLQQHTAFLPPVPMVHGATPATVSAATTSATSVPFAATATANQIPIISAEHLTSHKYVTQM
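Compound titration spanned 92 nM–58 uM against the MBNL1-His/biotin-(CUG)12 complex. After 60 min at room temperature with 5 nM streptavidin-XL665 and 0.055 ng/ul terbium anti-His, ratiometric 665/545 nm emission (Ex 340 nm) normalized to controls.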
RORgamma inh = ROR gamma (mouse) transcription inhibition; Potency, µM (titrated, usually from 53.6 µM), for inactives: at the highest dose activity change, negative = inhibition, hits mostly inhibitors; hit rate 5.4% among 310,000; Drosophila S2 Gal4-RORgamma UAS-luciferase reporter, 20 h; P51450; note: % is set by controls: 0 for no effect and ±100 for the full control effect; nearly all actives have a fitted effect of over 60% in size
Target sequence (P51450 whole entry, looked up, the tested form may be a part): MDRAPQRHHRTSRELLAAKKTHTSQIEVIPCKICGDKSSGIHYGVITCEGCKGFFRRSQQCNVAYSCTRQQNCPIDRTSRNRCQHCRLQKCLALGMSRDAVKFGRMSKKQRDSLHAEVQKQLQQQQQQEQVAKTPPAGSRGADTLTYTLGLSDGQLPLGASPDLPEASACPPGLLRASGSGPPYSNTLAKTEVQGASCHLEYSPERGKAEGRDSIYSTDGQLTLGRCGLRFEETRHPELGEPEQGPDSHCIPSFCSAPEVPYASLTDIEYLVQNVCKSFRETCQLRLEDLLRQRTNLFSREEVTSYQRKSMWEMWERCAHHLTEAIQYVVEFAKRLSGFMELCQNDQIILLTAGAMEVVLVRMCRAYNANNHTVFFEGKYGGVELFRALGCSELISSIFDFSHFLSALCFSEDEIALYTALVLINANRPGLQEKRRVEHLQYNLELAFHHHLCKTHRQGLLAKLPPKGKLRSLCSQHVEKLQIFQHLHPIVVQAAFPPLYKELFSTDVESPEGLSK
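Read-out: Photinus luciferase luminescence; inhibitors lower reporter signal. Insect Schneider cells with Gal4-ROR gamma fusion under metallothionein promoter, UAS reporter; 700 uM final copper sulfate induction, 20 hr, ambient temperature.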
ELG1 genotox = genotoxicity induction in ELG1-luciferase HEK293T cells | hit rate 1.3% among 330,000 | AID 504466 | HEK293T ELG1-luciferase reporter, luminescence, 16 h | Potency, µM (titrated, usually from 46 µM), inactives show at the top dose activity change, positive = activation, most hits filed as activators; note: % of control where 0% means no effect; nearly all actives have a fitted effect of over 60% in size
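HEK293T cells expressing luciferase-tagged ELG1 were treated with compound or DMSO for 16 hr at 37°C. Luciferase activity was then read after 30 min with ONE-Glo at room temperature; rising signal flags genetic stress.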
NPC1 prom act = NPC1 promoter activation; Huh7 NPC1 promoter luciferase reporter, 24 h; Potency, µM (doses to about 9.22 µM), inactives show at the highest dose activation, most hits filed as activators; hit rate 2.4% among 320,000; AID 485313;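 note: % of control where 0% means no effect; nearly all actives have a fitted effect of over 60% in size; reporter is driven by a mutant NPC1 promoter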
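Quantitative HTS used a cell-based reporter: Huh7 cells stably bearing the NPC1 promoter upstream of luciferase were treated with compounds for 24 h, and promoter activation was read as luminescence.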
FLuc modulator = counter-screen for miR-21 project: firefly luciferase inhibitors or activators; P08659; purified FLuc, Km substrates, luminescence inhibition; Potency, µM (top dose mostly 57.5 µM), without a hit: top-dose activity change, negative = inhibition, most hits filed as inhibitors; hit rate 6.9% among 360,000; AID 588342;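 note: plate controls were vehicle for no effect and reference inhibitor for full effect; nearly all actives have a fitted effect of over 55% in size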
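Biochemical qHTS of compounds, final roughly 60 µM downward over six points, against 10 nM purified firefly luciferase using Km concentrations of substrates (10 uM D-luciferin, 10 uM ATP) in Tris acetate pH 7.5 buffer; luminescence output.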
Gal4-VP16 FLuc = inhibits Gal4-VP16 luciferase reporter, ROR gamma counter-screen. Drosophila S2 Gal4-VP16 UAS-luciferase, luminescence, 20 h. Potency, µM (series often up to 53.6 µM), for the others: at the top dose activity, negative = inhibition, usual class: inhibitors. hit rate 3.5% among 310,000. AID 2546;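 note: Gal4-VP16 expression switched on by copper sulfate through the metallothionein promoter; % is set by controls: 0 for no effect and ±100 for the full control effect; nearly all actives have a fitted effect of over 50% in size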
Rab9 prom act = activators of Rab9 promoter; Huh7 Rab9 promoter-luciferase reporter, luminescence, 24 h; Potency, µM (doses to about 9.22 µM), for the others: top-dose activation, negative = inhibition, usual class: activators; hit rate 2.8% among 320,000; AID 485297; note: % of control where 0% means no effect; nearly all actives have a fitted effect of over 60% in size
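Luminescence read-out: Huh7 cells stably expressing Rab9-luciferase, treated 24 h with compound at 37 °C, then lysed with luciferase reagent for 10 min at ambient before reading.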
uPA surface inh = cell surface uPA generation inhibition. cell surface uPA generation assay, qHTS. Potency, µM (doses to about 38.3 µM), for inactives: at the highest dose activity change, negative = inhibition, usual class: inhibitors. hit rate 0.31% among 330,000; active = well fitted inhibition curve with a large enough effect; inconclusive = small, poorly fitted or top-dose-only effect; inactive = no such curve, though single readings can be large or run the other way; tested in mouse RAW 264.7 cells; note: % is set by controls: 0 for no effect and ±100 for the full control effect; nearly all actives have a fitted effect of over 55% in size
BRCA1 expr act = BRCA1 expression activation | hit rate 1.1% among 380,000 | Potency, µM (doses to about 46.1 µM), inactives show at the top dose activation, usual class: activators | MCF7-BRCA1-FFLuc reporter, luminescence, 48 h; response scale: scaled: vehicle 0%, 10 µM genistein 100% | AID 624202; note: nearly all actives have a fitted effect of over 80% in size; some results filed as inactive show a strong effect at the top dose
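Cells: MCF7-BRCA1-FFLuc, 2000/well. Exposure: 48 h, 37 °C, 5% CO2. Read: luminescence, 15 min post-substrate. Controls: genistein 10 microM (maximal activation), DMSO (neutral).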
p53 reactivation = mutant p53 re-activation in reporter cells; hit rate 0.063% among 320,000; AID 504706; H1299 p53-A138V BP100-luciferase reporter, luminescence, 24 h; Potency, µM (titrated, usually from 92.2 µM), without a hit: at the highest dose activity change, positive = activation, hits mostly activators; note: % of control where 0% means no effect; nearly all actives have a fitted effect of over 45% in size
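p53-null H1299 cells stably carrying temperature-sensitive p53-A138V and a BP100-luciferase reporter were pinned with compounds (4-point, 1:5 series) and held 24 hrs at 37 deg C. Luminescence was read 10 min after detection reagent.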
Numbers without * were called inactive; [ ] = another dose, or the depositor's remark. Unless noted, calls come from the whole dose curve; as a rule, active = well fitted curve in the direction sought with a large enough effect; inconclusive = small, poorly fitted or top-dose-only effect, or another doubt; inactive = no such curve, though single readings can be large; an effect the other way counts as inactive or inconclusive. Potency is the fitted concentration of half-maximal effect.

Screening Cc1nnc(Sc2cc(C(=O)NC3CC3)c3ccccc3n2)s1 returned MBNL1 CUG block 13%, RORgamma inh -3%, ELG1 genotox -2%, NPC1 prom act 2%, FLuc modulator 0%, Gal4-VP16 FLuc -9%, Rab9 prom act 0%, uPA surface inh -9%, BRCA1 expr act -37% and p53 reactivation -6%.
C=CCn1c(N)c(C(=O)NCCC2=CCCCC2)sc1=S was read as MBNL1 CUG block 6%, RORgamma inh 11%, ELG1 genotox inconclusive, NPC1 prom act 24%, FLuc modulator inconclusive, Gal4-VP16 FLuc 3%, Rab9 prom act 19%, uPA surface inh -4%, BRCA1 expr act 13µM* and p53 reactivation 25%.
For Cc1cc2nc(C)c(Cc3ccccc3)c(=O)n2[nH]1 the results were MBNL1 CUG block 0%, RORgamma inh inconclusive, ELG1 genotox 0%, NPC1 prom act -4%, FLuc modulator 2%, Gal4-VP16 FLuc 2%, Rab9 prom act 2%, uPA surface inh -3%, BRCA1 expr act -15% and p53 reactivation -13%.
N#Cc1nc(Cc2ccccc2)oc1N1CCN(c2ccccc2)CC1 was read as MBNL1 CUG block -5%, RORgamma inh inconclusive, ELG1 genotox -2%, NPC1 prom act -2%, FLuc modulator 4%, Gal4-VP16 FLuc 3%, Rab9 prom act -8%, uPA surface inh 2%, BRCA1 expr act 4% and p53 reactivation 5%.
For COc1cc2[nH]c(-c3cccc(F)c3)cc(=O)c2cc1OC the results were MBNL1 CUG block -20%, RORgamma inh 3%, ELG1 genotox 1%, NPC1 prom act -6%, FLuc modulator inconclusive, Gal4-VP16 FLuc -1%, Rab9 prom act -5%, uPA surface inh inconclusive, BRCA1 expr act -30% and p53 reactivation -2%.
For O=C(NN1CCOCC1)c1ccc(Cl)c(Cl)c1 the results were MBNL1 CUG block 0%, RORgamma inh -4%, ELG1 genotox -13%, NPC1 prom act -2%, FLuc modulator 0%, Gal4-VP16 FLuc -5%, Rab9 prom act -1%, uPA surface inh 7%, BRCA1 expr act -9% and p53 reactivation 18%.
Screening CN(C)c1nc(N(C)C)nc(N2CC(CCl)OC2=N)n1 (stereo not given) returned MBNL1 CUG block 3%, RORgamma inh 3%, ELG1 genotox 8%, NPC1 prom act -5%, FLuc modulator -1%, Gal4-VP16 FLuc 4%, Rab9 prom act -1%, uPA surface inh -2%, BRCA1 expr act -2% and p53 reactivation -7%.
Screening O=C(Nc1ncc(Cc2cccc(Cl)c2)s1)C1CCCO1 (stereo not given) returned MBNL1 CUG block -16%, RORgamma inh inconclusive, ELG1 genotox 15%, NPC1 prom act inconclusive, FLuc modulator 19µM*, Gal4-VP16 FLuc 9%, Rab9 prom act inconclusive, uPA surface inh 2%, BRCA1 expr act inconclusive and p53 reactivation 1%.
For CC(C)NC(=O)c1onc(CSc2ccc(F)cc2)c1C(=O)NC(C)C the results were ELG1 genotox 3%, NPC1 prom act -2%, FLuc modulator 2%, Rab9 prom act -6%, uPA surface inh 8%, BRCA1 expr act -9% and p53 reactivation -7%.
For CC(=O)c1ccc(N(C)C)c2c(N(C)C)cccc12 the results were MBNL1 CUG block inconclusive, RORgamma inh -19%, ELG1 genotox 2%, NPC1 prom act 2%, FLuc modulator -8%, Gal4-VP16 FLuc 6%, Rab9 prom act -6%, uPA surface inh 1%, BRCA1 expr act -4% and p53 reactivation -1%.
`CCCCNC(=O)Cc1ccc(Br)cc1` gave MBNL1 CUG block -1%, RORgamma inh 34%, ELG1 genotox 1%, NPC1 prom act -1%, FLuc modulator 7%, Gal4-VP16 FLuc -13%, Rab9 prom act 3%, uPA surface inh -3%, BRCA1 expr act -6% and p53 reactivation -2%.
Screening O=C(NCc1ccco1)c1cc2sccc2n1Cc1ccc(F)cc1 returned MBNL1 CUG block inconclusive, RORgamma inh 9%, ELG1 genotox -10%, NPC1 prom act -3%, FLuc modulator 1%, Gal4-VP16 FLuc 2%, Rab9 prom act 0%, BRCA1 expr act -20% and p53 reactivation -1%.
COc1ccccc1NS(=O)(=O)c1ccc(C)c(C(=O)N2CCN(c3ccc(O)cc3)CC2)c1 was read as ELG1 genotox 0%, uPA surface inh -6%, BRCA1 expr act -23% and p53 reactivation 0%.
Screening Cc1nnc(SCc2cc([N+](=O)[O-])cc3c2OCOC3)n(N)c1=O returned MBNL1 CUG block 25%, RORgamma inh 30%, ELG1 genotox 3%, NPC1 prom act -3%, FLuc modulator -2%, Gal4-VP16 FLuc -10%, Rab9 prom act 1%, uPA surface inh 0%, BRCA1 expr act -7% and p53 reactivation -6%.
For COC(=O)c1cc(N=C(N)N=C(N)N)cc(C(=O)OC)c1 the results were MBNL1 CUG block 4%, RORgamma inh 7%, ELG1 genotox 0%, NPC1 prom act 0%, FLuc modulator 5%, Gal4-VP16 FLuc -6%, Rab9 prom act -1%, uPA surface inh 10%, BRCA1 expr act 38% and p53 reactivation 1%.
`O=S(=O)(NCCc1ccc(F)cc1)c1ccc(F)cc1Br` gave ELG1 genotox 2%, uPA surface inh 5%, BRCA1 expr act 10% and p53 reactivation 5%.
For Cc1ccc(C)c(S(=O)(=O)N2CCN(CC(=O)NC(C)c3ccccc3)CC2)c1 (stereo not given) the results were ELG1 genotox 1%, NPC1 prom act 0%[1.84 µM], FLuc modulator 10%, Rab9 prom act -3%, uPA surface inh 8%, BRCA1 expr act 1% and p53 reactivation -16%.
Screening COC(=O)[C@H]1C[C@H]1[C@@H](NC(=O)c1cccnc1)c1ccccc1 returned RORgamma inh 13%, Gal4-VP16 FLuc 16%, uPA surface inh 16% and BRCA1 expr act 14%.
For CCc1ccc(-c2csc(NC(=O)C3=NN(c4ccccc4)C(=O)CC3)n2)cc1 the results were MBNL1 CUG block -6%, RORgamma inh -2%, ELG1 genotox -1%, NPC1 prom act 1%, FLuc modulator 6µM*, Gal4-VP16 FLuc inconclusive, Rab9 prom act -14%, uPA surface inh 2%, BRCA1 expr act -10% and p53 reactivation 10%.
O=C(CN1CCN(S(=O)(=O)c2ccccc2)CC1)Nc1ccc([N+](=O)[O-])cc1 was read as RORgamma inh 43%, ELG1 genotox -6%, NPC1 prom act -3%, FLuc modulator -4%, Gal4-VP16 FLuc -22%, Rab9 prom act -14%, uPA surface inh -3%, BRCA1 expr act -21% and p53 reactivation -1%.
For CCc1noc(C)c1C(=O)OCC(=O)N(C)c1c(N)n(Cc2ccccc2)c(=O)[nH]c1=O the results were ELG1 genotox 2%, NPC1 prom act -1%, FLuc modulator 4%, Rab9 prom act 6%, uPA surface inh 0%, BRCA1 expr act -4% and p53 reactivation -6%.
Screening O=C(C1=C(O)/C(=C/c2ccc(O)cc2)CCC1)C(F)(F)F returned MBNL1 CUG block 19%, RORgamma inh inconclusive, ELG1 genotox 9%, NPC1 prom act -5%, FLuc modulator inconclusive, Gal4-VP16 FLuc inconclusive, Rab9 prom act -4%, uPA surface inh -7%, BRCA1 expr act 18% and p53 reactivation inconclusive.
For CC(C)OCCCNC(=O)c1ccc(CS(=O)(=O)c2cccc(C(F)(F)F)c2)o1 the results were MBNL1 CUG block -5%, RORgamma inh -9%, ELG1 genotox -3%, NPC1 prom act -4%, FLuc modulator -2%, Gal4-VP16 FLuc -13%, Rab9 prom act -4%, uPA surface inh 4%, BRCA1 expr act -22% and p53 reactivation 0%.
`O=C(NS(=O)(=O)Oc1ccc(F)cc1F)OC[C@@H]1CCCN2CCCCC12` (stereo not given in full) gave MBNL1 CUG block -6%, RORgamma inh -4%, ELG1 genotox -4%, NPC1 prom act 0%, FLuc modulator 3%, Gal4-VP16 FLuc 2%, Rab9 prom act 0%, uPA surface inh 3%, BRCA1 expr act 9% and p53 reactivation 1%.
Screening CCOc1ccc(NC(=O)C2C(C(=O)O)C3(Cl)C(Cl)=C(Cl)C2(Cl)C3(Cl)Cl)cc1 (stereo not given) returned MBNL1 CUG block -10%, RORgamma inh 10%, ELG1 genotox -2%, NPC1 prom act -6%, FLuc modulator -6%, Gal4-VP16 FLuc -13%, Rab9 prom act -8%, uPA surface inh 3%, BRCA1 expr act 2% and p53 reactivation 2%.
O=C(Nc1ccc2ncccc2c1)c1ccccc1Cl was read as MBNL1 CUG block -3%, RORgamma inh -6%, ELG1 genotox 0%, NPC1 prom act -5%, FLuc modulator 0%, Gal4-VP16 FLuc -3%, Rab9 prom act 1%, uPA surface inh -4%, BRCA1 expr act 11% and p53 reactivation 6%.
CC1(C)CC(=O)C(C=Nc2ccc(NC3=C(C#N)C(=O)CC(C)(C)C3)cc2)=C(O)C1 was read as MBNL1 CUG block -1%, RORgamma inh 1%, ELG1 genotox 1%, NPC1 prom act -2%, FLuc modulator -3%, Gal4-VP16 FLuc 5%, Rab9 prom act -4%, uPA surface inh -7%, BRCA1 expr act 14% and p53 reactivation 0%.
Cc1c(Cl)c([N+](=O)[O-])nn1Cc1ccc(C(=O)NN)o1 was read as MBNL1 CUG block inconclusive, RORgamma inh -4%, ELG1 genotox 1%, NPC1 prom act -3%, FLuc modulator 1%, Gal4-VP16 FLuc -13%, Rab9 prom act -4%, uPA surface inh 8%, BRCA1 expr act 3% and p53 reactivation -3%.
CNC(=O)c1ncoc1-c1ccc(Cl)cc1 was read as MBNL1 CUG block -3%, RORgamma inh 1%, ELG1 genotox -2%, NPC1 prom act -8%, FLuc modulator 0%, Gal4-VP16 FLuc 3%, Rab9 prom act -4%, uPA surface inh 5%, BRCA1 expr act 18% and p53 reactivation -3%.

Bioassay records as filed in PubChem BioAssay.
